EPAC2 antag: antagonists of human EPAC2; Potency, µM (doses to about 114 µM), inactives show at the top dose activity, negative = inhibition, most hits filed as inhibitors; Q8WZA2; EPAC2 GEF exchange of Rap1B-BODIPY-GDP, fluorescence; hit rate 0.18% among 360,000; AID 720708; further: on the % scale 0 is the no-effect control and ±100 the full control effect; nearly all actives have a fitted effect of over 45% in size; many of its hits are not listed in these tables
Target sequence (Q8WZA2 whole entry, looked up): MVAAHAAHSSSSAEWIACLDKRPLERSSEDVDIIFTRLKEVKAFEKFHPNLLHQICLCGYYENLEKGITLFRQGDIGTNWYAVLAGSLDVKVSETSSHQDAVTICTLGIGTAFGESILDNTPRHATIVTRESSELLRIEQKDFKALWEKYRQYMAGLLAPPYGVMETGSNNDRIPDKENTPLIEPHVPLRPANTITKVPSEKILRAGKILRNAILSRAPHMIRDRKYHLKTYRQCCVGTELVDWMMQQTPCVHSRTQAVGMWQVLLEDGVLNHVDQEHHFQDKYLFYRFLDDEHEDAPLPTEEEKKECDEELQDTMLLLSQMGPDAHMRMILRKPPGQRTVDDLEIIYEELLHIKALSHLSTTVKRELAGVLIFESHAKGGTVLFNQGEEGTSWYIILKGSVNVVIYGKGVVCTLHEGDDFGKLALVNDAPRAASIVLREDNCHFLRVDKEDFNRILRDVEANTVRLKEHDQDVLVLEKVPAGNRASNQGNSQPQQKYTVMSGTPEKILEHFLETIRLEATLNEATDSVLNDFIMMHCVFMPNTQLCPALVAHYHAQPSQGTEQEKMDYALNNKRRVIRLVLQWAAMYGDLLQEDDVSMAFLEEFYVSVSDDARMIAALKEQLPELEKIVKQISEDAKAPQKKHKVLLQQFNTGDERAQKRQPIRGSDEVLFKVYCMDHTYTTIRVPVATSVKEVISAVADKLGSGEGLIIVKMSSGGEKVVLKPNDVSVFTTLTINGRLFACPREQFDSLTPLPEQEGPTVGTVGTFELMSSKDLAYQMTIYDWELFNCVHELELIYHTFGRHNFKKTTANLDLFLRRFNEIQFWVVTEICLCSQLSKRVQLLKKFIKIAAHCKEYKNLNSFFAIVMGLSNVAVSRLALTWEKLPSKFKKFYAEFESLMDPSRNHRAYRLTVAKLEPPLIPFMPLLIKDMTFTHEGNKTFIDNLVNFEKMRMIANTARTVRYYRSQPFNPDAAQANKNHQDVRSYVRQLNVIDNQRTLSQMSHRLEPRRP
Nrf2 block: Nrf2 pathway inhibition. A549 ARE-Fluc reporter, luciferase luminescence, 18-24 h. Potency, µM (series often up to 46 µM), for inactives: at the top dose activity change, negative = inhibition, usual class: inhibitors. hit rate 2.1% among 360,000; further: on the % scale 0 is the no-effect control and ±100 the full control effect; nearly all actives have a fitted effect of over 60% in size
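Quantitative HTS in A549 cells stably bearing an antioxidant response element-firefly luciferase construct. Inhibition of Nrf2-driven transcription was scored by luminescence after 18-24 h of compound exposure at 37 °C.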
A549 tox: A549 cytotoxicity, counter-screen for Nrf2 inhibitors. A549 ARE-Fluc cells, CellTiter-Fluor viability, 18-24 h. Potency, µM (top dose mostly 46 µM), for the others: at the top dose activity change, negative = cytotoxicity, most hits filed as inhibitors. hit rate 0.16% among 390,000; further: on the % scale 0 is the no-effect control and ±100 the full control effect
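A549 ARE-Fluc cells in 5% FBS OPTI-MEM, 5000 cells/well, rested 2 h then exposed to compounds in concentration-response for 18-24 h at 37 °C. Viability by CellTiter-Fluor fluorescence (Ex 405/Em 525) after 30 min; luciferase luminescence (BugLite, 15 min, RT) read afterwards.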
Nrf2 ARE act: Nrf2 pathway activation; Potency, µM (doses to about 46.1 µM), inactives show top-dose activation, hits mostly activators; AREc32 ARE-luciferase reporter (MCF7-derived line), luminescence, 24 h; hit rate 0.31% among 410,000; further: % of control where 0% means no effect; nearly all actives have a fitted effect of over 65% in size
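Reporter line AREc32 (ARE-Fluc), seeded overnight in OPTI-MEM with 5% FBS; compound pin-transferred, 24 hr at 37 deg C, 5% CO2; luminescent read-out.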
HepG2 tox: counter-screen for TGF-b inhibitors: cytotoxicity in HepG2 cells | hit rate 0.76% among 410,000 | AID 588856 | Potency, µM (series often up to 46.1 µM), inactives show top-dose activity change, negative = cytotoxicity, usual class: cytotoxic | HepG2 CAGA-GFP viability, ATP luminescence, 18 h; further: some results filed as inactive show a strong effect at the top dose
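CellTiter-Glo luminescence gave cytotoxicity after 18 hours at 37 degrees C. The cells were HepG2 CAGA-GFP in 1% FBS DMEM, stimulated with 500 pg/mL TGF-beta after compound addition. %Activity was normalised to no-cell wells (complete cell-killing) and DMSO (no toxicity), and curves were fitted and classified.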
ATXN2 expr inh: reduces ATXN2 reporter expression in HEK-293 cells | hit rate 0.72% among 360,000 | HEK-293 ATXN2-luciferase reporter, luminescence, 24 h | Potency, µM (doses to about 57 µM), without a hit: at the highest dose activity change, negative = inhibition, most hits filed as inhibitors; further: on the % scale 0 is the no-effect control and ±100 the full control effect; nearly all actives have a fitted effect of over 55% in size
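qHTS (up to 57 uM final) was run with 24 h compound exposure of reporter cells at 37 °C. Each well was multiplexed: SteadyGlo luminescence measured ATXN2-luciferase expression after a fluorogenic Gly-Phe-AFC viability readout (25 uM final).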
TGFb SMAD3 inh: blocks TGF-b signaling | HepG2 CAGA-GFP TGF-b/SMAD3 reporter, GFP fluorescence, 18 h; TGF-beta stimulated, 500 pg/mL final | Potency, µM (top dose mostly 46.1 µM), without a hit: at the highest dose activity, negative = inhibition, actives largely listed as inhibitors | hit rate 1.2% among 410,000; further: on the % scale 0 is the no-effect control and ±100 the full control effect; nearly all actives have a fitted effect of over 65% in size
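HEPG2 CAGA-GFP, 1000 cells/well; 2 h settle, 37 C; cpd via pin tool; TGF-b 500 pg/mL final; 18 h, 37 C; GFP imaging ex488/em500-530; %Activity normalised to -TGF-b and +DMSO controls; CRC fit, curve class.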
S2 tox: viability counter-screen for ATXN expression inhibitors | S2 cells (HEK-293 line with an ATXN2-luciferase reporter) viability, CellTiter-Fluor protease fluorescence, 24 h | Potency, µM (highest dose often 56.7 µM), usual class: cytotoxic | hit rate 0.49% among 400,000 | AID 651635; further: nearly all actives have a fitted effect of over 40% in size
MCF10A rerep: DNA re-replication induction in MCF 10a cells. MCF 10A DNA re-replication, Hoechst nuclear intensity, 48 h. Potency, µM (series often up to 46.1 µM), without a hit: at the top dose activity, positive = re-replication, most hits filed as activators. hit rate 2.9% among 350,000. AID 624296; further: % of control where 0% means no effect; nearly all actives have a fitted effect of over 50% in size
Numbers without * were called inactive; i = inactive; u = inconclusive; x = no result given; [ ] = another dose, or the depositor's remark. The call rests on the fitted dose curve; in most records, active means well fitted curve in the direction sought with a large enough effect; inconclusive means small, poorly fitted or top-dose-only effect, or another doubt; inactive means no such curve, though single readings can be large; an effect the other way counts as inactive or inconclusive. Potency means the concentration at half of the fitted maximal effect. These rows are one share of the data. The share of hits here may be higher or lower than overall.

item	Structure	EPAC2 antag	Nrf2 block	A549 tox	Nrf2 ARE act	HepG2 tox	ATXN2 expr inh	TGFb SMAD3 inh	S2 tox	MCF10A rerep
1	Cc1ccc(C(=O)NCCC(C)C)cc1NC(=O)c1nsc2ccccc12	x	x	12%	3.3%	-35%	-38%	u	x	x
2	CCS(=O)(=O)N1CC(=O)N(c2cccc(Cl)c2)C(C)(C(=O)NC2CCCCCC2)C1 (configuration not stated)	x	x	-1%	3.4%	-17%	x	u	x	x
3	CC(C)NC(=O)N(C)C[C@H]1Oc2c(cccc2N(C)C)C(=O)N([C@H](C)CO)C[C@@H]1C	-4%	u	1%	1.2%	7%	-2%	-2%	i	-4%
4	COC(=O)C1=C(N)Oc2cc(C)n(CC3CCCO3)c(=O)c2C1c1ccccc1OC (configuration not stated)	5%	-5%	-4%	-0.5%	3%	6%	-7%	u	0%
5	CCOC(=O)c1cc(C(=O)NNC(=O)c2cccc([N+](=O)[O-])c2)c(C)nc1C	10%	-23%	2%	-0.2%	-3%	-11%	0%	i	2%
6	CCOC(=O)Nc1ccc2c(c1)N(C(=O)CN(CC)CC)c1ccccc1CC2	1%	-10%	-8%	-0.4%	9%	-20%	3%	i	-3%
7	O=C(Cn1c(-c2cccs2)cc2ccccc21)NCCc1ccc(Cl)cc1	x	-14%	2%	1.8%	-43%	-11%	0%	i	x
8	O=C(COC(=O)CCC(=O)c1cccs1)NCCc1ccccc1	-4%	2%	-5%	0.2%	8%	-11%	26%	i	-8%
9	O=C1OC[C@H](Cc2ccc3c(c2)OCO3)/C1=C\c1ccc2c(c1)OCO2	-17%	u	5%	0.4%	-25%	u	3%	u	-6%
10	Cc1c(-c2ccccc2)[n+](=O)c2c(n1[O-])CCCC2	-1%	u	6%	-0.9%	-53%	1%	0%	i	u
11	Fc1ccc(NC(=S)Nc2cccc(Cl)c2)cc1	-6%[57.1 µM]	-14%	17%	0.4%	1%	x	-3%	i	-12%
12	CCCC(=O)Nc1ccc2c(c1)nc(CCNC(=O)c1ccco1)n2C	-8%	5%	-1%	0.0%	-8%	1%	3%	i	0%
13	N#CC(C#N)=NNc1ccc(S(=O)(=O)N2CCCCC2)cc1	3%	-21%	u	3.3%	-44%	-13%	7.9µM*	u	26µM*
14	CC(=O)Nc1ccc(S(=O)(=O)Nc2nc3ccc(C)cc3s2)cc1	-2%[57.1 µM]	u	-3%	-0.7%	-4%	9%	8%	i	12%
15	COCc1[nH]nc2c1C(c1ccccc1OC)C(C#N)=C(N)O2 (configuration not stated)	7%	-12%	-3%	0.1%	-3%	10%	3%	i	1%
16	Brc1ccc2nc(-c3ccncc3)c(NC3CCCC3)n2c1	1%	-23%	-8%	-0.2%	-22%	-14%[11.3 µM]	-17%	i	8%
17	O=C(c1cccc2c1-c1ccccc1/C2=N/O)N1CCCCC1	0%	-4%	1%	-0.6%	-20%	-14%	1%	i	8%
18	Cc1ccc(-c2nc(-c3cccnc3)sc2CC(=O)O)cc1	-3%	3%	-6%	-0.3%	-28%	19%	5%	i	0%
19	Cc1cc(C)nc(N2CCCC(C(=O)Nc3nc4ccc(S(C)(=O)=O)cc4s3)C2)n1 (configuration not stated)	-16%	x	2%	3.5%	-14%	-8%	2%	i	-3%
20	CC1CN(C(=O)COC(=O)c2ccc(N(C)C)cc2)CC(C)O1 (configuration not stated)	1%	5%	3%	0.5%	-1%	8%	-4%	i	u
21	CCOc1ccc(NC(=O)CSc2nc(-c3ccc(F)cc3)cc(C(F)(F)F)c2C#N)cc1	x	-24%	-6%	2.9%	-1%	x	-1%	x	x
22	CCC(C)c1ccc(S(=O)(=O)N2CCN(C(C)CC(=O)O)CC2)cc1 (configuration not stated)	-1%	-1%	-3%	-0.2%	1%	-7%	-15%	x	1%
23	O=C(Nc1ccccc1N1CCOCC1)c1ccc(S(=O)(=O)NCc2ccco2)cc1	0%	-4%	5%	0.1%	3%	-15%	-3%	i	0%
24	Cc1nc2nc[nH]n2c(=O)c1NS(=O)(=O)c1ccc([N+](=O)[O-])cc1	-1%	0%	-3%	-0.6%	-5%	3%	-26%	i	-3%
25	Cc1ccc(CC(=O)Nc2ncc([N+](=O)[O-])s2)cc1	-15%	u	-16%	-1.2%	-13%	x	-16%	u	-1%
26	C/C(CC(=O)Nc1cc(C)ccn1)=N\NC(=O)c1ccccc1C	5%	3%	-2%	5.0%	-13%	-8%	1%	i	0%
27	Cc1ccc(NC2CCCN(C(=O)c3ccoc3C)C2)cc1C (configuration not stated)	-5%	u	5%	0.0%	-11%	4%	20%	i	3%
28	O=S(=O)(NC1CCCCC1)c1ccc(Br)cc1	0%	x	-3%	0.0%	-28%	-7%	u	i	-2%
29	C=CCN(CC=C)C(=S)NC(=O)c1ccc(-c2ccccc2)cc1	-11%	u	-3%	9.9%	-8%	u	-56%	x	u
30	CCCn1c(C(C)Nc2nc(-c3ccc(C)cc3)cs2)nc2cc(Cl)c(N3CCCCC3)cc21 (configuration not stated)	8%	22%	3%	3.8%	-41%	7%	-2%	i	-30%[inhibitor]
31	CCCS(=O)(=O)NC(=O)C1(C)CCCN(C(=O)CCc2cccs2)C1 (configuration not stated)	3%	x	x	0.4%	2%	6%	5%	i	x
32	CCOC(=O)c1c(CN(C)C)n(-c2ccc(C)cc2)c2cc(Br)c(O)cc12	-18%	-8%	-10%	2.2%	-34%	-8%	u	i	u
33	O=C1c2cccnc2C(=O)N1Cc1ccc(S(=O)(=O)N2CCOc3ccc(Cl)cc32)cc1	-9%	18%	4%	0.2%	7%	-7%	11%	i	0%
34	CCC(C)(C)NC(=O)C1CC(=O)N(CCc2ccc(F)cc2)C1 (configuration not stated)	-12%	-13%	u	2.1%	2%	-19%	0%	i	-1%
35	Cc1ccc(C)c(N(C(=O)CNC(=O)c2ccco2)C(C(=O)NC2CCCCC2)c2ccncc2)c1 (configuration not stated)	4%	0%	-2%	1.4%	-14%	-6%	2%	i	-7%
36	O=C(O)C1CCCCC1C(=O)Nc1cc(Cl)ccc1Cl (configuration not stated)	0%	-12%	-8%	-0.7%	10%	-37%	-15%	u	-1%
37	COc1ccc(-c2oc3cc(OC(C)=O)cc(OC(C)=O)c3c(=O)c2OC)cc1	u	2%	-1%	12%	-26%	-5%	u	i	u
38	CC(C)c1ccc(OCC(=O)NN2C(=O)c3ccccc3C2=O)c(Br)c1	-10%	2%	-1%	0.6%	-27%	x	18%	u	5%
39	O=C(COc1cc2oc(=O)c3c(c2cc1Cl)CCC3)NCc1ccccn1	-7%	4%	8%	-0.7%	21%	-12%	-2%	i	0%
40	CC(C)N1C(=O)NC2NC(=O)N(C(C)C)C21 (configuration not stated)	0%	x	x	-1.1%	3%	1%	11%	i	x
41	O=C(CCNC(=O)c1ccc(Cl)cc1)Nc1ccncc1	-1%	-3%	-13%	-0.2%	-20%	-2%	u	i	8%
42	Cc1cc(C(C)(C)C)oc1C(=O)Nc1ccc(CC(=O)O)cc1	-1%	u	-5%	-2.0%	0%	u	-5%	i	5%
43	CCOC(=O)C1=C(c2ccccc2)NC(=O)NC1c1ccc(OC)c(OC)c1 (configuration not stated)	4%	-2%	-1%	0.3%	2%	2%	-2%	i	-15%
44	Cc1ccc2[nH]c3c(=O)n(CC(=O)NC(C)C)ncc3c2c1	x	u	12%	0.0%	5%	4%	6%	i	x
45	CSCCC(NS(=O)(=O)/C=C/c1ccccc1)C(=O)NCCc1ccc(S(N)(=O)=O)cc1 (configuration not stated)	-5%	-8%	9%	-0.5%	-1%	-1%	0%	i	0%
46	C=CCSc1nccc(=O)[nH]1	-4%	-9%	3%	0.1%	-21%	-15%	5%	i	-1%
47	Cc1ccc(NC(=O)CSCC(=O)NCc2ccco2)cc1	3%	-1%	0%	3.3%	7%	28%	-31%	i	-13%
48	CC1(C(=O)NS(=O)(=O)c2cccc(Cl)c2)CCN1C(=O)Cc1ccc(Cl)cc1Cl (configuration not stated)	-11%	x	x	-0.5%[9.22 µM]	-4%	-6%	12%	i	x
49	CCC1(C)Cc2c(sc3nc(SC)n(Cc4ccccc4)c(=O)c23)CO1 (configuration not stated)	3%	u	3%	0.6%	-15%	58%[activator]	7%	i	u
50	COc1ccc(CNC(=O)c2ccc3c(c2)nc2n3CCCCC2)c(OC)c1	x	x	-5%	4.8%	-17%	x	15%	x	x

Next section:
item	Structure	EPAC2 antag	Nrf2 block	A549 tox	Nrf2 ARE act	HepG2 tox	ATXN2 expr inh	TGFb SMAD3 inh	S2 tox	MCF10A rerep
51	Cc1ccc(-c2nnc3sc(-c4ccncc4)nn23)cc1	5%	-15%	3%	0.3%	-11%	0%	19%	i	u
52	COc1cccc(/C=N/NC(=O)CO/N=C(\C)c2cccs2)c1OC	-1%	10%	1%	0.0%	-5%	2%	0%	i	-1%
53	O=C(Nc1ncc(Cc2cccc(C(F)(F)F)c2)s1)c1ccc(-c2cccc([N+](=O)[O-])c2)o1	7%	2.6µM*	-26%	0.3%	-14%	-23%	-7%	u	u
54	CCCCOc1ccc(CN2CCSCC2)cc1	1%	u	0%	3.8%	5%	9%	-17%	i	5%
55	Cc1nn(C)c(C)c1NS(=O)(=O)c1ccc(N2CCCC2=O)cc1	7%	15µM*	-14%	0.1%	0%	-14%[11.3 µM]	-10%	i	u
56	O=C(CC(c1ccco1)C1CCCCC1=O)c1ccco1 (configuration not stated)	3%	9%	-2%	u	2%	-16%	3%	i	-2%

Three records drawn at random from those above:
item	Structure	EPAC2 antag	Nrf2 block	A549 tox	Nrf2 ARE act	HepG2 tox	ATXN2 expr inh	TGFb SMAD3 inh	S2 tox	MCF10A rerep
53	O=C(Nc1ncc(Cc2cccc(C(F)(F)F)c2)s1)c1ccc(-c2cccc([N+](=O)[O-])c2)o1	7%	2.6µM*	-26%	0.3%	-14%	-23%	-7%	u	u
52	COc1cccc(/C=N/NC(=O)CO/N=C(\C)c2cccs2)c1OC	-1%	10%	1%	0.0%	-5%	2%	0%	i	-1%
56	O=C(CC(c1ccco1)C1CCCCC1=O)c1ccco1 (configuration not stated)	3%	9%	-2%	u	2%	-16%	3%	i	-2%

Screens from PubChem BioAssay.
